Screens as filed in PubChem.
HIV peptide binding: cell-free HIV fusion peptide-binding blockers – biochemical, uHTS, fluorescence dequenching, primary screen (AID 1986). actives 0.3% (n = 290,000). inhibition, % at 20 µM, or IC50 in µM where a hit was titrated. cell-free peptide binding, fluorescence dequenching, 30 min; higher % means a stronger effect; in the data active means inhibition mostly above about 52%, no sharp cut-off; inactive means mostly below about 76%; further: some results filed as inactive read as strong as hits
WT yeast gro inh: growth inhibition of WT yeast, mitochondrial fusion screen; mitochondrial fusion phenotypic screen, WT strain; actives 2.1% (n = 190,000); inhibition, % at 10 µM; in the data active means inhibition above about 58%; tested in S. cerevisiae
Insulin prom up: MIN6 insulin promoter up-regulation; MIN6 insulin promoter-GFP reporter, high-content imaging; active compounds read high; z-score at 5 µM; actives 0.3% (n = 190,000); AID 1625;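 active means z-score above 3 at 5 µM with at least 500 cells counted in the well; inconclusive means wells under 500 cells, flagged as cytotoxic or low count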
AID2073: inhibitors of Mint1-CaV2.2 protein interaction, biochemical, HTRF (AID 2073). HTRF protein-protein interaction, Mint1-CaV2.2; higher % means a stronger effect. one-dose inhibition, % at 20 µM; IC50 in µM for titrated hits. actives 0.19% (n = 290,000); in the data active means inhibition mostly above about 51%, no sharp cut-off; inconclusive means no clear call, values can overlap the other calls; inactive means mostly below about 53%; further: some results filed as inactive read as strong as hits
bCat nuc transl: beta-catenin nuclear translocation modulation; HeLa beta-catenin nuclear translocation, immunofluorescence imaging; actives 0.3% (n = 190,000); nuclear translocation activity, % at 5 µM;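 active means nuclear translocation activity above 50% at 5 µM, with a well cell count of 50 or more; inconclusive means wells under 50 cells across six images, flagged as toxic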;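 further: per-cell ratio of nuclear to cytoplasmic median beta-catenin stain intensity; plate controls were DMSO negative control for no effect and GSK-3 inhibitor IX positive control for full effect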
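Signal – beta-catenin immunofluorescence imaging with DAPI · Test system – human HeLa cell line · Dosing – 5 µM primary single dose, 0.1% DMSO, 0.02–20 µM confirmation series · Measure – % activation, nuclear-to-cytoplasmic median beta-catenin signal ratio per cell · Incubation – 24 h compound exposure at 37°C, 5% CO2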
Autophagy mod: alters autophagy in cells. MEF GFP-LC3 puncta imaging; test concentration mostly 10 µM. calls only at 10 µM (by protocol). actives 0.98% (n = 190,000);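 active means percentage of spot-positive cells more than 3 SD above its plate mean, without a fluorescence outlier flag or 80% toxicity; inconclusive means no clear call, values can overlap the other calls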;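 further: spot-positive cell cutoff set from DMSO-treated cells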
MT stabilize HCS: microtubule stabilization, imaging screen | actives 0.83% (n = 200,000) | AID 2205 | HeLa tubulin immunostaining HCS, 24 h; share of cells brighter than vehicle mean+2SD | % tubulin-high responders, % at 10 µM;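 active means plate Z-score above 3 for both tubulin-high and condensed-nucleus cell shares, with cell loss under 80%, at 10 µM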;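 further: anti alpha tubulin signal scored within the nucleus-defined area of each cell; some results filed as inactive read as strong as hits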
Dynein transport: dynein cargo transport inhibition. 3617.4 mouse cells, GR-EGFP nuclear translocation imaging; test concentration mostly 20 µM; stimulated with dexamethasone, 1 µM; active compounds read low. z-score, hits read low. actives 0.47% (n = 220,000);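 active means plate z-score of nuclear minus cytoplasmic receptor signal below a set negative limit, without overly bright fluorescence or cell loss, cut at about -3.5 in these data, passing the limit was not always enough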;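 further: z-score of nuclear minus cytoplasmic ring GR-EGFP intensity difference per well; some compounds called inactive have numbers as strong as hits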
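Schedule: 48 h induction, then 1 h compound, then 30 min agonist, 37 °C. Buffer or medium: tetracycline-free induction medium containing charcoal-stripped FBS. Reagent: 1.0 µM final dexamethasone stimulus. Evaluation: nuclear versus cytoplasmic GR-EGFP signal, averaged per well. Signal: high-content fluorescence imaging after fixation.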
Yfh1-depleted yeast: enhancers of respiration in Yfh1-depleted yeast, dose response, Friedreich's ataxia, plus single-dose screen (AID 1465); S. cerevisiae Yfh1-off respiration, WST-1 reduction, 72 h; higher fold induction means a stronger effect; one-dose fold induction at 50 µM; EC50 in µM for titrated hits; actives 0.074% (n = 220,000);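 active means fold induction of absorbance versus untreated yeast above a set limit, then at least 30% activation at any dose in follow-up; inconclusive means repeats straddling the limit, or above it without dose testing; inactive means fold induction below the set limit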;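 further: activators that raise dye reduction in frataxin-depleted yeast; strong numbers were not always called active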
WT yeast gro inh mutant strain: second read-out of WT yeast gro inh, no call of its own (marks repeat the call); inhibition, %; mitochondrial fusion phenotypic screen, mutant strain inhibition
Dynein transport cytoplasmic EGFP: recorded beside Dynein transport, whose call it bears; z-score; measured here: cytoplasmic GR-EGFP intensity; active compounds read high
Dynein transport nuclear GR-EGFP: further read-out of Dynein transport, marked with its call; z-score; measured here: nuclear GR-EGFP intensity;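 lower value marks the stronger effect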
Dynein transport cell count: further read-out of Dynein transport, marked with its call; z-score; measured here: cell count per field
Insulin prom up cell count: further read-out of Insulin prom up, marked with its call; cell count; measured here: cytotoxicity, nuclei count;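 total cells summed across four imaged fields per well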
bCat nuc transl cell count 5 µM: second read-out of bCat nuc transl, no call of its own (marks repeat the call); cell count; measured here: cell count, cytotoxicity flag
MT stabilize HCS Hoechst-high %: second read-out of MT stabilize HCS, no call of its own (marks repeat the call); % Hoechst-high responders; measured here: nuclear condensation Hoechst responders;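 share of cells brighter than vehicle mean plus two SD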
MT stabilize HCS cytotoxicity %: further read-out of MT stabilize HCS, marked with its call; toxicity, %; measured here: cytotoxicity by cell density;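 0% = mean cell density of plate MIN control wells and 100% = no cells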
Autophagy mod cell loss 18 h: second read-out of Autophagy mod, no call of its own (marks repeat the call); toxicity, %; measured here: cell loss, nuclei count;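 cell loss after 18 h compound exposure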
An asterisk follows results filed as active; i = inactive; ? = inconclusive; . = no result given. Hits appear at their usual frequency; any-hit rate near 4.2%.

Values run as follows: HIV peptide binding | WT yeast gro inh | WT yeast gro inh mutant strain | Insulin prom up | Insulin prom up cell count | AID2073 | bCat nuc transl | bCat nuc transl cell count 5 µM | Autophagy mod | Autophagy mod cell loss 18 h | MT stabilize HCS | MT stabilize HCS Hoechst-high % | MT stabilize HCS cytotoxicity % | Dynein transport | Dynein transport cytoplasmic EGFP | Dynein transport nuclear GR-EGFP | Dynein transport cell count | Yfh1-depleted yeast
O=C(CSc1nnc(-c2ccncc2)n1CCc1ccccc1)NCc1ccccc1
→ 0.4% | -9.3 | -2.3 | . | . | -5.0% | -2.4 | 564 | i | -11.1 | 4.4 | 2.5 | 6.5 | -0.47 | -0.255 | -0.433 | 0.822 | i
O=C1CCC(C(=O)Nc2cccc(C(F)(F)F)c2)N1 (stereo not drawn)
→ -2.9% | . | . | -0.86 | 883 | -10.0% | 0.3 | 1103 | i | -5.0 | 1.7 | 1.5 | 6.4 | -0.179 | -0.318 | -0.0703 | 0.255 | i
Cc1c(Cl)c([N+](=O)[O-])nn1Cc1ccc(C(=O)N/N=C\c2ccccn2)o1
→ 0.6% | -1.9 | -11.8 | 0.67 | 1212 | 1.3% | 1.4 | 545 | i | 5.7 | 4.6 | 2.7 | 0.2 | -0.176 | -0.224 | -0.143 | -0.753 | i
Cc1c(C#N)c2ncnc(-c3ccccc3)c2n1-c1ccccc1
→ 0.1% | 4.8 | -1.5 | -0.13 | 1335 | 3.9% | . | . | i | 1.2 | 1.1 | 1.7 | 6.3 | -0.894 | 0.0655 | 0.000236 | -0.927 | i
COc1cccc(/C=N/Nc2nn3cnnc3c3ccccc23)c1
→ -2.1% | 14.2 | 12.9 | 0.42 | 770 | -2.0% | . | . | i | -21.8 | 1.4 | 0.9 | 10.2 | -0.411 | -0.142 | -0.0362 | 1.06 | i
CN1CCc2nc(NC(=O)COc3ccc(C#N)cc3)sc2C1
→ -1.7% | -0.4 | 2.2 | -0.63 | 1164 | ? | -0.4 | 1109 | i | 2.9 | 1.7 | 2.4 | 6.3 | 0.118 | -0.267 | 0.194 | 0.14 | i
Cc1ccc(CN2CCN(Cc3ccc(C)s3)CC2CCO)cc1 (stereo not drawn)
→ -0.6% | 9.8 | -2.3 | 0.94 | 1564 | -6.5% | -1.8 | 1095 | i | -34.8 | 1.7 | 1.1 | 5.5 | -0.729 | -0.27 | -0.389 | 0.557 | i
CCO[C@H]1OC(C(N)=O)=C[C@@H](c2ccc(Br)cc2)[C@@H]1CCCO
→ -1.6% | 8.6 | 1.4 | 1.92 | 1435 | 10.5% | -0.2 | 1045 | i | 1.3 | 1.6 | 1.3 | 8.9 | -0.376 | -0.158 | 0.0634 | -0.828 | i
COc1ccc(S(=O)(=O)N2CCN(c3ccccc3)CC2)cc1
→ -0.4% | 4.3 | -15.4 | 1.42 | 1400 | -7.2% | -0.5 | 985 | i | -4.0 | 4.2 | 2.0 | 7.8 | -0.819 | -0.299 | -0.112 | 1.31 | i
Cc1occc1-c1nnc(SCC(=O)Nc2ccccc2)n1CCc1ccccc1
→ 0.2% | 18.1 | 13.1 | . | . | 2.3% | . | . | i | -2.5 | 1.5 | 2.8 | 2.0 | -1.08 | -0.186 | -0.341 | -0.286 | i

Look-ups from the list:
Reading for COc1ccc(S(=O)(=O)N2CCN(c3ccccc3)CC2)cc1 under HIV peptide binding: -0.4%
Reading for Cc1c(C#N)c2ncnc(-c3ccccc3)c2n1-c1ccccc1 under Dynein transport nuclear GR-EGFP: 0.000236

Further results:
Values run as follows: HIV peptide binding | WT yeast gro inh | WT yeast gro inh mutant strain | Insulin prom up | Insulin prom up cell count | AID2073 | bCat nuc transl | bCat nuc transl cell count 5 µM | Autophagy mod | Autophagy mod cell loss 18 h | MT stabilize HCS | MT stabilize HCS Hoechst-high % | MT stabilize HCS cytotoxicity % | Dynein transport | Dynein transport cytoplasmic EGFP | Dynein transport nuclear GR-EGFP | Dynein transport cell count | Yfh1-depleted yeast
CCCCCCc1nc2ccccc2c(=O)n1NC(=O)c1c(O)c2c(n(CC(C)C)c1=O)CCCC2
→ -1.1% | 21.1 | -11.9 | ? | . | 8.1% | 2.6 | 1257 | i | 2.4 | 3.5 | 2.4 | 5.7 | 1.26 | -0.208 | -0.587 | 0.389 | i
CCOC(=O)c1oc2ccc(Br)cc2c1CSc1nnc(C)s1
→ 1.5% | 3.6 | 11.8 | 0.01 | 1425 | 1.7% | -6.2 | 880 | i | 5.9 | 4.8 | 2.5 | 5.5 | -0.648 | -0.225 | 0.0194 | 0.0315 | i
O=C(Cn1c2ccccc2c2nc3n(c(=O)c21)CCS3)Nc1ccccc1C(F)(F)F
→ -0.6% | -6.5 | -3.9 | . | . | 9.1% | 11.8 | 508 | i | -39.5 | 1.4 | 1.5 | 7.3 | 0.633 | -0.286 | 0.279 | -0.00486 | i
CCOC(=O)c1cc(-c2ccccc2)n(CCC(=O)NC(C)CC)c1C (stereo not drawn)
→ -2.1% | -4.0 | -23.9 | -0.07 | 1288 | -3.2% | -7.4 | 1100 | i | -8.9 | 1.7 | 1.2 | 5.9 | -1.08 | -0.219 | 0.261 | 0.664 | i
CNC(=S)NC(CC(=O)OC)c1ccc2c(c1)OCO2 (stereo not drawn)
→ -2.7% | 0.3 | 5.2 | 0.59 | 1250 | 1.0% | -2.6 | 1072 | i | 6.2 | 1.9 | 3.4 | 12.3 | -0.0931 | 0.143 | 0.295 | 0.555 | i
COC(=O)C1=C(C)Nc2ncnn2C1c1cccnc1 (stereo not drawn)
→ -2.1% | -15.4 | -7.0 | -0.61 | 1515 | -1.5% | 0.5 | 1295 | i | 1.0 | 2.0 | 2.9 | 3.6 | 0.938 | -0.154 | -0.0501 | -1.03 | i
CC(C)Oc1ccc(C(CC(=O)O)NC(=O)C(Sc2ccccc2)c2ccccc2)cc1 (stereo not drawn)
→ 3.1% | -35.7 | 3.4 | 0.49 | 1280 | 16.1% | 0.0 | 1058 | i | -5.1 | 1.6 | 1.7 | 9.1 | -0.296 | -0.15 | -0.2 | -0.211 | i
CCOC(=O)NC(=O)/C(C#N)=C\c1ccccc1
→ 0.8% | -11.1 | -4.1 | -0.07 | 1256 | -1.3% | -2.2 | 1120 | i | 6.1 | 2.8 | 1.6 | 1.4 | 0.797 | -0.165 | 0.487 | -0.397 | i
COc1cc(C(=O)Nc2nc(OC)c(-c3ccccc3)c(OC)n2)cc(OC)c1OC
→ 0.8% | 1.6 | 1.8 | 0.49 | 1315 | 39.2% | -6.2 | 959 | i | -9.3 | 4.5 | 2.3 | 13.6 | 0.338 | -0.185 | 0.446 | -0.0359 | i
CN(C)CCCOc1nc2c(c(=O)n(C)c(=O)n2C)n1C
→ -0.3% | -3.4 | 2.2 | 0.23 | 1330 | 11.1% | -1.6 | 1165 | i | 7.0 | 2.7 | 1.6 | 5.0 | -0.463 | -0.193 | -0.24 | 0.0158 | i
CC(C)CC(=O)Nc1ccc(OCC(=O)O)cc1
→ -2.5% | 0.0 | -22.4 | 0.35 | 1299 | -3.2% | -7.6 | 1050 | i | 5.4 | 2.7 | 3.8 | 9.3 | 0.5 | 0.00366 | 0.64 | -0.362 | i
Cc1ccccc1-c1nc(CS(=O)(=O)CC(=O)NCCCN2CCCC2)c(C)o1
→ -2.7% | 12.3 | 4.6 | 0.28 | 961 | -0.2% | . | . | i | 6.4 | 2.7 | 3.1 | 4.8 | -0.71 | -0.0151 | -0.336 | 0.61 | i
Cc1ccc(NC(=O)CCN2C(=O)c3cccc4cccc(c34)C2=O)cc1
→ 0.4% | -6.1 | -6.9 | . | . | 22.1% | 1.9 | 1020 | i | 7.2 | 2.2 | 1.9 | 6.5 | 0.129 | -0.147 | 0.177 | -0.14 | i
Clc1ccc(-c2csc3ncnc(NCCN4CCOCC4)c23)cc1
→ -1.7% | 12.0 | 19.3 | -0.83 | 845 | 1.3% | . | . | i | -6.2 | 0.4 | 0.9 | 8.9 | -0.535 | 0.13 | 0.00977 | -0.0991 | i
CCN(CC)CCN1C(=O)C(O)=C(C(=O)c2cc3cccc(OC)c3o2)C1c1ccc(F)cc1 (stereo not drawn)
→ -0.6% | . | . | 0.03 | 1375 | 7.8% | -2.7 | 1129 | . | . | . | . | . | 0.0772 | -0.217 | -0.0423 | -0.131 | i
CC(=O)C1=C(O)C(=O)OC1c1ccc(C)cc1 (stereo not drawn)
→ 5.1% | -8.9 | 2.6 | -0.29 | 1251 | 1.5% | -0.4 | 1073 | i | 2.9 | 2.4 | 3.8 | 8.4 | 0.0102 | -0.151 | 0.2 | -0.695 | i
O=C(COc1ccccc1Br)NCc1ccco1
→ 2.2% | 12.1 | 5.5 | -0.08 | 1170 | -0.2% | . | . | i | -1.3 | 4.7 | 2.7 | 6.2 | -0.203 | -0.257 | -0.135 | 0.75 | i
COc1ccc2nc3sc(C(=O)NCCN4CCc5ccccc5C4)cc3cc2c1
→ -1.1% | 32.5 | 21.7 | 0.23 | 1332 | 1.9% | -1.0 | 929 | i | 6.2 | 3.5 | 1.8 | 2.6 | 2.63 | -0.0936 | 1.61 | -1.85 | i
Cc1cc2c(=O)oc(-c3ccc(Br)cc3)nc2s1
→ 0.7% | . | . | -0.09 | 1128 | 16.4% | 10.2 | 947 | . | . | . | . | . | -1.21 | 0.172 | -0.69 | -0.427 | i
